High-throughput results as filed in PubChem BioAssay.
procasp3 activ: activators of human procaspase-3 D3A mutant, primary screen, biochemical, absorbance, PC-3 D3A mutant, single concentration. Caspase-3 (Homo sapiens), P42574. recombinant procaspase-3 D3A, Ac-DEVD-pNA absorbance 405 nm. activation, % at 8.5 µM. 0.11% of 330,000 active. AID 463141, 2010;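 active means activation above the mean of all tested compounds plus 3 SD, cut at about 21% in these data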;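 further: 0% = DMSO alone and 100% = DMSO wells spiked with extra 5 µM PC-3 D3A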
Target sequence (P42574 whole entry D9A/D28A/D175A): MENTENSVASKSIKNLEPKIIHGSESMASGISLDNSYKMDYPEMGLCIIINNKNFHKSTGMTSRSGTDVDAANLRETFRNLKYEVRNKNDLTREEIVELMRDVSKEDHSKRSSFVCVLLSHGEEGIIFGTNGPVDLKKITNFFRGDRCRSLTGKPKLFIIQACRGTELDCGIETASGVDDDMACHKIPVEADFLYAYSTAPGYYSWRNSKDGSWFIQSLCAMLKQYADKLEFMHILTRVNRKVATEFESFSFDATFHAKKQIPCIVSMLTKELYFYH
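Assay system: Autoprocessing-dead procaspase-3 D3A mutant enzyme; also added: Ac-DEVD-pNA; doses: one concentration, 8.5 µM nominal, 0.8% DMSO; times: 1 h compound preincubation, 2 h substrate hydrolysis at 25 °C; technique: 405 nm absorbance of p-nitroaniline, reads at 0 and 120 min; measure: % activation between DMSO and enzyme-spiked controls; repeats: single replicate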
PP5 inh: PP5 phosphatase inhibitors, primary screen, biochemical, fluorescence. 0.18% of 320,000 active. AID 1987, 2009. inhibition, % at 6.7 µM. purified PP5c, OMFP substrate fluorescence. Serine/threonine-protein phosphatase 5 (Homo sapiens), P53041;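 active means inhibition above the campaign's mean inhibition across all tested compounds plus 3 SD, cut at about 9.5% in these data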;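 further: 0% = DMSO only and 100% = 100 µM cantharidin control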
Target sequence (P53041 whole entry, looked up): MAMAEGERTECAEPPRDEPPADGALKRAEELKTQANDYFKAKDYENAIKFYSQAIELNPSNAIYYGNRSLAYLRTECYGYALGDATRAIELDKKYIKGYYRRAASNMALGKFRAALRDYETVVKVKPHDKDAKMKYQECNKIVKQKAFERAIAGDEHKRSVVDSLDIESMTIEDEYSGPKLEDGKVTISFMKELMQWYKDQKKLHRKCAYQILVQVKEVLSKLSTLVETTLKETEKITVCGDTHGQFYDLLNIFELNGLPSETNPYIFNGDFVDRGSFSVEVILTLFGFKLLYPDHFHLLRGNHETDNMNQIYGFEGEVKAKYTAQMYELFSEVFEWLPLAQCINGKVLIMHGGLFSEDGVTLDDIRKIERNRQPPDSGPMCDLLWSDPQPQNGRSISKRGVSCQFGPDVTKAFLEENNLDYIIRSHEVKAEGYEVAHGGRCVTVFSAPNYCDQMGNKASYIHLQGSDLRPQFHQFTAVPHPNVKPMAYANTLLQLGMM
CTSL1 counter: Fasciola hepatica cathepsin L1 inhibitors, primary screen, counter-screen for PFM18AAP inhibitor project, biochemical, QFRET, fluorogenic peptide substrate; recombinant F. hepatica cathepsin L1, Z-Leu-Arg-MCA fluorescence; inhibition, % at 5.96 µM; 0.49% of 300,000 active; AID 1906, 2009;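 active means inhibition above the mean of all tested compounds plus 3 SD, set per screening campaign, cut at about 17% in these data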;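 further: 0% = plate median of test compound wells and 100% = 1 µM Z-Phe-Ala-diazomethylketone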
procasp7 counter: procaspase-7 activators, primary screen, counter-screen for procaspase-3 activator project, biochemical, absorbance, HTS, human. Caspase-7 (Homo sapiens), P55210. 0.093% of 330,000 active. AID 463210, 2010. recombinant procaspase-7, Ac-DEVD-pNA absorbance 405 nm; D23A/D198A/D206A triple mutant, cannot self-cleave; scale: DMSO 0, 5 µM enzyme 100. activation, % at 8.5 µM;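 active means percent activation above the screen-wide mean plus 3 SD, cut at about 25% in these data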
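signal = Epi-absorbance of released pNA at 405 nm, two timepoints | assay system = Uncleavable procaspase-7 mutant enzyme | reagent = Ac-DEVD-pNA substrate, 400 µM as added | times = 1 h enzyme–compound preincubation and 2 h substrate reaction, both 25 °C | benchmarks = low DMSO alone, high DMSO plus 5 µM PC-7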
TPT1 inh: Candida albicans TPT1 enzyme inhibitors, primary screen, biochemical, fluorescence polarization | 0.81% of 300,000 active | recombinant caTPT1, FP RNA substrate dephosphorylation | inhibition, % at 5 µM;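 active means inhibition above the mean of all tested compounds plus 3 SD, set per screening campaign, cut at about 24% in these data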;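 further: plate controls were DMSO alone for no effect and ferristatin control at 100 nM for full effect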
GASC-1 inh: inhibitors of GASC-1 histone demethylase, primary screen, biochemical, fluorescence, DELFIA europium; Lysine-specific demethylase 4C (Homo sapiens), Q9H3R0; GST-JMJD2C(1-420) H3K9me3 demethylation; inhibition, % at 2.35 µM; 0.069% of 330,000 active; AID 2099, 2009;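 active means more than half of a compound's replicate wells show inhibition beyond 50%, single wells judged on their own value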;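 further: signal counts dimethyl H3K9 product captured on neutravidin plate; 0% = median of DMSO wells and 100% = 0.3 times that DMSO median; strong numbers were not always called active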
Efflux pump inh: inhibitors of Candida efflux pumps in yeast, primary screen, S. cerevisiae, Nile Red, multiplex; S. cerevisiae Candida pump triplex; inhibition, % at 10 µM; 0.44% of 330,000 active;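 active means plate passing quality check with inhibition over a set limit, or well fluorescence over plate mean plus 4 SD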;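 further: Nile Red retained in pooled yeast measured as flow cytometry median fluorescence; 0% = buffer negative control and 100% = Enniatin B positive control; higher means more Nile Red kept so more efflux inhibition; some compounds called inactive have numbers as strong as hits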
PP1 inh: PP1-alpha phosphatase inhibitors, primary screen, counter-screen for PP5 inhibitor project, biochemical, fluorescence, OMFP substrate, single point; Serine/threonine-protein phosphatase PP1-alpha catalytic subunit (Homo sapiens), P62136; purified PP1alpha; inhibition, % at 6.7 µM; 0.9% of 320,000 active; AID 2235, 2010;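 active means inhibition above the mean inhibition of all tested compounds plus 3 SD, computed separately for each screening campaign, cut at about 15% in these data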
HCV core dimer: inhibitors of HCV core protein dimerization, primary screen, biochemical, TR-FRET, high-throughput; TR-FRET GST/Flag-core106 dimerization, 1536-well; 0.33% of 300,000 active; inhibition, % at 5 µM;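 active means inhibition above the mean of all tested compounds plus 3 SD, set per screening campaign, cut at about 45% in these data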
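assay system = GST-tagged and Flag-tagged HCV core protein residues 1-106 | controls = unlabelled core106 and no-GST-core106 wells | incubation = compound-protein-antibody incubation 4 h at 22.5 °C | probe or stimulus = Eu donor and XL665 acceptor anti-tag antibodies | read-out = % inhibition based on acceptor/donor emission ratio | signal = TR-FRET 671 and 617 nm emission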
An asterisk follows results filed as active; . = no result given.

SMILES	procasp3 activ	PP5 inh	CTSL1 counter	procasp7 counter	TPT1 inh	GASC-1 inh	Efflux pump inh	PP1 inh	HCV core dimer
COc1ccc(C(=O)COC(=O)c2ccccn2)c(OC)c1	5	.	.	8	.	4	0.1	.	.
Cc1onc(-c2ccccc2)c1C(=O)Nc1ccc(S(=O)(=O)N2CCCC2)cc1	-6	-2.5	-5	-6	2	-15	0.1	-5	3
CCN(C(=O)COC(=O)c1cnccn1)c1cccc2ccccc12	2	.	.	2	.	-1	0.1	.	.
COc1ccc(OC)c(NC(=O)CN(Cc2ccccc2)S(C)(=O)=O)c1	8	-0.5	0	3	-1	0	-0.1	-2	6
CC1CC(=O)c2cnc(NCc3ccco3)nc2C1 (stereo unspecified)	4	-1.5	0	-1	0	-3	0.0	-2	-3
COc1ccc(OCC(=O)N2CCN(C(=O)c3cccc(F)c3)CC2)cc1	5	2.0	-2	-10	-2	3	0.1	-4	4
COCCNC(=O)/C(C#N)=C/C=C/c1ccccc1	-1	-1.6	-6	4	1	9	0.1	-3	2
CC(=O)Nc1ccc(OCC(O)Cn2ccnc2)cc1 (stereo unspecified)	1	-1.1	4	-14	6	-2	0.0	4	-5
CC(=O)c1c(O)cc(C)n(Nc2nc(C)cc(C)n2)c1=O	7	1.4	2	1	-1	1	-0.1	0	-1
O=C(/C=C/c1c(Cl)cccc1Cl)N1CCOCC1	1	-0.8	-2	4	0	5	0.2	-1	-1
CCC(=O)N1c2ccc(S(=O)(=O)CCC(=O)N3CCN(c4ccccc4F)CC3)cc2CC1C (stereo unspecified)	8	0.0	-1	2	-3	7	0.0	-4	5
CCOC(=O)c1c(C)[nH]c(C(=O)CN2C(=O)NC(C)(c3ccc4ccccc4c3)C2=O)c1C (stereo unspecified)	10	6.9	0	13	-1	-5	-0.4	3	9
Cc1ccc(CCNC(=O)Cc2ccc(NC3=NC4CS(=O)(=O)CC4S3)cc2)cc1 (stereo unspecified)	-3	0.6	-4	11	-1	3	-0.1	-4	14
COC(=O)c1c(NC(=O)CSc2ncn[nH]2)sc(C)c1C	-14	0.0	0	0	-10	-24	0.3	-5	-5
O=C(CCCN1C(=O)/C(=C/c2ccccc2Cl)SC1=S)NNC(=O)c1cccnc1	5	-1.0	3	-9	-1	3	0.0	9	7
O=C(NC1CCCC1)c1ccc(COc2ccccc2Br)o1	-7	2.5	4	-2	0	4	0.0	-1	4
COC(=O)c1cn(N(C)c2ncc(C(F)(F)F)cc2Cl)c(=O)c2ccccc12	15	2.1	-3	0	-2	2	0.1	-1	-1
CCCCc1c(O)nc2ccccn2c1=O	9	-1.8	0	10	-1	1	0.1	-3	-5
O=C(CN1CCN(Cc2ccc3c(c2)OCO3)CC1)Nc1cc(S(=O)(=O)N2CCCC2)ccc1Cl	5	0.0	-1	8	-2	-5	0.0	0	8
COc1ccc(OC)c(NC(=O)CCNS(=O)(=O)c2cccs2)c1	4	-0.5	-2	-2	0	2	-0.1	3	-8
CCCc1cc(=O)[nH]c(SCC(=O)OCc2ccccc2)n1	2	2.6	-3	-1	5	-4	0.2	-1	0
CCOC(=O)c1cc(C(=O)c2cc(Cl)ccc2O)coc1=N	-2	-0.8	-2	0	8	3	0.0	-4	12
CC(=O)c1c(C)[nH]c(C(=O)CSc2nnc(C)s2)c1C	16	-0.3	0	6	-1	-1	-0.1	-3	18
Cc1nnc(SCCC(=O)Nc2ccc(Cl)cc2)o1	-5	0.6	-2	12	1	9	-0.1	6	-1
Cn1c(=O)c2c(nc(-n3ccnc3)n2Cc2ccc([N+](=O)[O-])cc2)n(C)c1=O	-1	1.8	2	5	3	-7	1.1	-6	-10
COc1nc(Nc2ccccc2)nc(OC)n1	-9	1.2	0	4	3	-2	0.0	-2	9
Cc1ccc(NC(=O)C2=CC(c3cccs3)=NS(=O)(=O)N2C)cc1	8	4.5	-1	0	-2	-49	-0.2	2	-6
Cc1ccc(S(=O)(=O)c2cn(C)c3cc(N4CCN(C)CC4)c(F)cc3c2=O)c(C)c1	-4	0.4	5	9	1	-2	-0.3	0	-2
COc1ccc(NC(=O)c2cc3c(s2)CCC(C)C3)cc1S(=O)(=O)N1CCOCC1 (stereo unspecified)	-4	4.2	5	12	-1	-4	-0.1	-2	19
CC(C)CC(=O)Nc1cc2c3c(c1)CCN3C(=O)CC2	2	-0.5	2	12	-2	23	-0.1	-1	-5
CCOc1ccc(NC(=O)CN(C)C(=O)c2cc([N+](=O)[O-])ccc2N2CCOCC2)cc1OCC	-3	1.2	4	-9	-1	-13	0.0	-4	-2
CCOC(=O)C1(C)NC(c2ccc(O)cc2)C2C(=O)N(c3ccccc3)C(=O)C21 (stereo unspecified)	10	3.1	-2	-3	1	-1	0.9	2	-2
CN1CCN(C(c2cccc(C(F)(F)F)c2)c2nnnn2C(C)(C)C)CC1 (stereo unspecified)	5	-1.3	-4	3	-1	0	-0.2	-3	1
Cc1ccc(SCCNC(=O)/C=C/c2ccc(Cl)cc2)cc1	3	1.1	1	8	-1	-3	0.2	0	-3
CCOC(=O)c1ccc(NC(=O)Cn2c(C)nc3c(sc(=S)n3CC)c2=O)cc1	11	0.1	9	12	-2	54	-0.4	2	8
CCCCC(=O)Nc1c2c(nn1-c1ccc([N+](=O)[O-])cc1)CS(=O)(=O)C2	-3	-0.6	0	-2	2	0	-0.2	-1	1
CCNC(=S)N(CCc1c(C)[nH]c2ccc(C)cc12)Cc1ccco1	-3	3.0	5	3	-1	-1	-0.1	3	0
Cc1ccc(NC(=O)C2CCN(C(=O)OC(C)(C)C)CC2)cc1S(=O)(=O)N1CCCCC1	0	3.7	.	8	.	5	0.2	1	.
CCOC(=O)Cn1c(O)c(N=NC(=O)CNC(=O)Cc2ccccc2)c2ccccc21	2	1.4	3	7	-2	-14	-0.2	-1	-3
COC(=O)Cc1c(C)nc2nc(-c3ccc(C)cc3)[nH]n2c1=O	4	-0.4	-1	5	0	-6	0.0	0	-10
CCOC(=O)C1CCCN(c2c(N3CCN(c4ccccn4)CC3)c(=O)c2=O)C1 (stereo unspecified)	2	3.4	0	1	-2	.	-0.2	-6	-1
O=C1CSC(c2cccc([N+](=O)[O-])c2)N1CCN1CCCCC1 (stereo unspecified)	3	0.7	0	10	0	-3	0.2	-2	6
Cc1ccccc1N=Cc1cc2c(cc1[N+](=O)[O-])OCO2	-11	-2.9	-3	-3	2	1	-0.6	2	-1
O=C(C[n+]1cc(Br)cc(Br)c1)c1ccc(-c2ccccc2)cc1	0	2.3	-8	-9	0	0	0.3	6	-205
ClC(=C\c1ccccc1)/C=N/N1CCN(c2ccccn2)CC1	5	1.4	0	7	-4	9	-0.2	0	5
Cc1cc(NC(=O)CCC(=O)N(c2ccccc2)C(C(=O)NCC2CCCO2)c2cccnc2)no1 (stereo unspecified)	7	-0.8	-4	14	-8	5	-0.2	0	-5
C/C(CC(=O)Nc1ccc(N(C)C)cc1)=N\NC(=O)c1cnccn1	4	0.1	-3	-6	1	4	0.1	-2	-8
Cc1ccc(N2CC(C(=O)N3CCC(C(=O)Nc4cccc(Br)c4)CC3)CC2=O)cc1 (stereo unspecified)	13	2.6	3	-3	-2	4	0.0	1	-9
COC(=O)Cc1cc(=O)n2[nH]c(C)nc2n1	13	1.1	-2	5	-14	12	0.0	-2	-6
Cc1ccccc1NC(=O)C(c1ccccc1)C1CCCC1 (stereo unspecified)	-1	0.9	4	10	-2	-7	0.1	-3	7
O=Cc1ccc(OCCCOc2cccc3cccnc23)cc1	5	-1.6	0	8	1	14	0.0	-4	8
Cc1ccc(S(=O)(=O)CCC(=O)OCC(=O)c2ccc(C)c(C)c2)cc1	-3	1.4	-60	10	1	2	1.9	-2	4
Cc1ccc(N(CC2CO2)S(=O)(=O)c2ccc([N+](=O)[O-])cc2)cc1 (stereo unspecified)	9	3.0	5	2	-2	1	0.0	3	14
Nc1ccn([C@@H]2O[C@H](COS(=O)(=O)O)[C@@H](O)[C@H]2O)c(=O)n1	8	.	.	-5	.	-1	-0.1	.	.
CC(=O)N(C)c1ccc(NC(=O)C(Sc2ccccc2)c2ccccc2)cc1 (stereo unspecified)	-2	3.0	-3	7	-5	30	0.5	-3	6
COc1ccc(Cl)cc1Nc1nc2ccc(C)cc2n2cnnc12	0	2.7	-5	-6	-3	-11	0.1	0	12
CCC(C(=O)Nc1ccccc1)c1ccccc1 (stereo unspecified)	9	2.4	2	-7	-2	15	2.5	5	-5
COc1ccc(CN2CCN(Cc3ccco3)CC2)cc1	7	1.7	2	6	-2	8	0.0	1	-3
CCOc1ccc(N=Nc2c(=O)[nH]n3c(=O)cc(C)[nH]c23)cc1	-14	8.7	8	-20	7	5	0.1	19*	-16
COCCn1c(=NC(=O)C(C)(C)C)sc2cc([N+](=O)[O-])ccc21	10	3.7	-3	0	-2	2	-0.1	-7	-16
Cc1ccnc(NC(=S)N2CCN(c3cccc(C(F)(F)F)c3)CC2)c1	-14	3.8	3	-11	-1	-1	-0.1	7	-8
